# mcGAS MS inh – mouse cGAS inhibition by mass spec; actives 0.18% (n = 130,000); AID 1259397; Q8C6L5; inhibition, % at 12.5 µM; recombinant mouse cGAS, cGAMP by RapidFire MS;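 active means inhibition of cGAS enzyme activity at or above 60%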;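 further: enzyme stimulated by 45 bp dsDNA with ATP and GTP substrates; cGAMP share of summed cGAMP plus half ATP and half GTP signals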
# Target sequence (Q8C6L5 whole entry, looked up): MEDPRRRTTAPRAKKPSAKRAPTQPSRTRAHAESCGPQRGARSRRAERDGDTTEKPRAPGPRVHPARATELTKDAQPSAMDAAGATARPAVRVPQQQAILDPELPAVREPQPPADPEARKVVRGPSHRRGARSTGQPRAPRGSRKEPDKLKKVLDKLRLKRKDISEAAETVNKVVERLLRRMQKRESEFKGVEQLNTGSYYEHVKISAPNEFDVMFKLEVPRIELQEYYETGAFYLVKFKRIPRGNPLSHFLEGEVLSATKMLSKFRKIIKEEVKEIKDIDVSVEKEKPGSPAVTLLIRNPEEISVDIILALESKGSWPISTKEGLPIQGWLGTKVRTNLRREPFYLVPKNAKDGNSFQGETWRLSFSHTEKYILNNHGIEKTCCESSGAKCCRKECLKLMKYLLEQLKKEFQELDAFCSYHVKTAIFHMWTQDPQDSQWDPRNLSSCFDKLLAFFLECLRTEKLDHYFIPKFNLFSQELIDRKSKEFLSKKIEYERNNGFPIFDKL
# The depositor's hits bear a star; & = joins results of further samples.
nr	SMILES	mcGAS MS inh
1	CC(C)CC1=NN(C(=O)CCc2ccc3c(c2)OCO3)C(O)(C(F)(F)F)C1 (centres undefined)	-16
2	Cc1ccc(S(=O)(=O)Nc2cc(C)ccn2)cc1	-6
3	Cc1ccc(-n2c(CN(C)S(C)(=O)=O)n[nH]c2=O)cc1C	-10
4	Cc1c(C(=O)NCc2cccc(Cl)c2)sc(=O)n1Cc1ccccn1	-11
5	N#CC(C#N)=C1C=CN(c2ccc(Br)cc2)C=C1	-9&-3
6	COc1nc(C(=O)NCC2CCC2)cc2ccccc12	1
7	CCn1cc(C(=O)N2CCC3(CCCN(C)CC3)CC2)c(=O)c2ccc(C)nc21	-27
8	O=S(=O)(c1ccc(Nc2ccc3c(c2)OCCCO3)nc1)N1CCCC1	2
9	Cc1ccc2nc(C)c(NC(=O)C3CCCO3)c(=O)n2c1 (centres undefined)	-15
10	COC(=O)C1=C(C)N(c2ccc3c(c2)OCCO3)C(=S)NC1c1cccc(OC)c1OC (centres undefined)	-7
11	CCc1ccc(O)c(C(=O)NC(C)c2cn(-c3ccccc3)nn2)c1 (centres undefined)	-6
12	O=C(OCc1cc2c(cc1Br)OCO2)c1cccc(O)c1	4
13	CCCC(=O)N1CCN(c2nc(C)cc(NCC)n2)CC1	-8
14	CC(C)(C)SCCN1CC(=O)N2CC[C@@H](O)C[C@H]2C1=O	-19
15	Cc1oc(-c2ccc(Cl)cc2)cc1C(=O)N1CCC1(C)C(=O)O (centres undefined)	15
16	OCCCn1cnc2cc(-n3cc4ncccc4c3O)ccc21	8
17	COc1ccc(Br)cc1CNc1ccc2nnc(C)n2n1	-2
18	O=S(=O)(c1ccc2c(c1)CCC2)N1CCN(Cc2nnc(-c3ccco3)o2)CC1	-5
19	C=CCOc1ccc2ccccc2c1CNCc1cccnc1	-5
20	Cc1nn(C)c(C)c1CC(=O)N1CCN(S(=O)(=O)c2ccc(Cl)c(Cl)c2)CC1	9
21	Cc1c(C)n2c3c(=O)n(C)c(=O)n(C)c3nc2n1Cc1ccc(F)cc1	-6
22	c1csc(-c2nnc(-c3ccc4c(c3)OCO4)o2)c1	-9
23	CC(C)(C)CC(C)(C)c1ccc(OCC(=O)NNC(=O)c2ccc(F)cc2)cc1	-14
24	O=C(c1ccc(F)cc1)N1CCCC(OCc2cc(F)ccc2F)C1 (centres undefined)	-8
25	CC(=O)Nc1nn2c(-c3ccco3)nnc2s1	-5
26	COCCNC(=O)C1(C)CCCN(Cc2ccsc2)C1 (centres undefined)	-3
27	CCOC(=O)C1(Cc2cccc(OC)c2)CCCN(C2CSCCSC2)C1 (centres undefined)	-2
28	Cc1noc(C(C)C)c1C(=O)O	-10
29	CC1CC(C)CN(C(=O)c2cnn(C)c2)C1 (centres undefined)	-3
30	O=C(NC1CC1)c1ccc(Cn2cc(Br)cn2)o1	-20
31	Cc1cn2c3c(=O)n(Cc4cccc(Cl)c4)c(=O)n(C)c3nc2n1CC1CCCO1 (centres undefined)	-2
32	CN(C)S(=O)(=O)c1ccc(Cl)c([N+](=O)[O-])c1	-7
33	O=C(CCc1ccccc1)NCCNc1ccc(Nc2ccccn2)nn1	-10
34	Cc1cc(C(=O)N2C[C@@H]3[C@H](C2)[C@H]2CC[C@@H]3O2)sc1-c1ccccc1	8
35	CCC1CN(C(=O)CN2C(=O)NC(C)(c3ccccc3F)C2=O)CCO1 (centres undefined)	-3
36	CCCC(=O)C1=C(N2CCN(C3=C(C(=O)CCC)C(=O)CC(C)(C)C3)CC2)CC(C)(C)CC1=O	-6
37	CCN(Cc1nccn1C)C(=O)c1ccc(-c2csc3ccccc23)nc1	5
38	COc1ccc(C(=O)C=Cc2ccc(Br)cc2F)c(OC)c1	-1
39	CC(C)C(=O)Nc1cccnc1-c1ccn[nH]1	-12
40	COc1ccc(OC)c(NC(=O)NCCNc2nc(C)cc(N3CCCCC3)n2)c1	-7
41	Brc1ccc(-c2ccc(C=NNC3=NCCCCC3)o2)cc1	1
42	Cc1ccc(-c2nn(C(C)(C)C)c3ncnc(N)c23)cc1	-13
43	Cc1cnc(N)c(-c2cccc(C(=O)O)c2)c1	-51
44	O=S(=O)(c1ccc2c(c1)OCCO2)N1CCCC1c1nc2ccccc2s1 (centres undefined)	0
45	COc1cccc(C(=O)N2CCCC(OCc3ccc(Br)cc3)C2)c1 (centres undefined)	-5
46	CN1CCCC(c2n[nH]c(=O)n2CCc2ccccc2)C1 (centres undefined)	-7
47	CCC(=O)Nc1c(-c2ccc(OC)c(OC)c2)c(=O)c2ccccc2n1C	-5
48	CC(=O)Nc1cccc2c1NCCC2	-8
49	CC(=O)NNC(=O)COc1cc(C)c(Cl)c(C)c1	1
50	CC(C)(C)c1cn2nc(Nc3ccc(N4CCC(O)CC4)cc3)sc2n1	8
51	Cc1cccn2c(CNCCC3=CCCCC3)c(C(=O)N3CCOCC3)nc12	0
52	CC(C)(C)OC(=O)N1CCC(Nc2ncc(Br)cn2)C1 (centres undefined)	-16
53	CCCC(=O)N1CCC1(C)C(=O)NS(=O)(=O)Cc1ccccc1C(F)(F)F (centres undefined)	-12
54	CC(C)N(Cc1ccccc1)C(=O)NCCCOCC1CCCO1 (centres undefined)	-9
55	Cc1[nH]c2ccccc2c1C(=O)OCC1CCCN1C(N)=O (centres undefined)	-20
56	NC(=O)c1ccc(CN2CCCc3cc(F)cc(F)c32)cc1	-1

# Carrying on.
nr	SMILES	mcGAS MS inh
57	O=C(NCCc1ccccc1)N1CCCC(Nc2cccc(F)c2)C1 (centres undefined)	-13
58	C#C[C@]1(O)CCC2C3CCc4cc(O)ccc4C3CC[C@@]21C (some centres undefined)	-3
59	CCN1CCCCC1C(=O)OC(C)C(=O)NC1(C#N)CCCCC1 (centres undefined)	-29
60	CC(Nc1nc(CCN)nc2ccccc12)c1ccccc1C(F)(F)F (centres undefined)	5
61	O=S(=O)(NCC1(O)CCCNCC1)c1ccc(Oc2ccccc2)cc1 (centres undefined)	-8
62	CCc1ccc(CNc2nn[nH]n2)cc1	-15
63	C=Cn1cc[n+](CC(=O)c2ccc(C)cc2)c1	-11
64	CC1=CC[C@@H]2CN(c3cncc(C(=O)N4CCCC4)n3)C[C@@H]2C1	-25
65	CCOC(=O)c1cc(C)nc(N2CCc3onc(-c4ccccc4)c3C2)n1	-6
66	OCC1(Cc2ccccc2F)CCCN(Cc2cnn(-c3ccccc3)c2)C1 (centres undefined)	-13
67	CCOC(=O)N(CCCC(=O)OC)CP(=O)(OCC)OCC	-6
68	COc1ccc(C(N)c2ccc(F)cc2)cc1 (centres undefined)	14
69	COc1cc(N2CC(CNS(C)(=O)=O)OC2=O)cc(OC)c1OC (centres undefined)	-21
70	Fc1ccc(-n2nnc3c(N4CCNCC4)ncnc32)cc1	-6
71	CC(=O)N1CCc2c(nc(-c3ccccn3)nc2N2CC=CC2)C1	-17
72	CC(C)Oc1ncc(C(=O)N2CCc3ccc(O)cc3C2)cc1Cl	-36&-5

# 2 records picked at random from those above, as already listed:
nr	SMILES	mcGAS MS inh
71	CC(=O)N1CCc2c(nc(-c3ccccn3)nc2N2CC=CC2)C1	-17
68	COc1ccc(C(N)c2ccc(F)cc2)cc1 (centres undefined)	14

# Later entries:
nr	SMILES	mcGAS MS inh
73	C=CCN1CC(C(=O)N2CCC(c3cc(C(C)C)n[nH]3)CC2)CC1=O (centres undefined)	-21
74	CC1(C)ON=C(c2ccco2)N(Cc2ccccc2F)C1=O	-6
75	O=C(Cc1ccc(N2CCNC2=O)cc1)N1CCC2(CCOCC2)CC1	1
76	O=S(=O)(Nc1cccc(Br)c1)c1ccc(Cl)s1	9
77	COc1cc(Cl)ccc1NC(=O)CC(C)NC1CCCC1 (centres undefined)	8
78	CC(C)CN1CCC(CNC(=O)c2ccc(-c3ccsc3)nc2)C1 (centres undefined)	-9
79	CCc1nc(SCC(=O)N(C)Cc2nc3ccc(Cl)cc3[nH]2)n[nH]1	-3
80	CCCn1ncc(C(=O)N2CCCC(Cc3ccc(C(=O)O)cc3)C2)c1C (centres undefined)	-8
81	O=C(COc1ncnc2sc3c(c12)CCC3)NCC(F)(F)F	0
82	COc1ccccc1C(=O)Nc1ccc2c(c1)CN(C(=O)c1cnsn1)CC2	-1
83	O=C(c1cnc[nH]1)N(Cc1ccc(Cl)c(Cl)c1)C1CC1	-2
84	Cc1c(C)n2c3c(=O)n(CC(N)=O)c(=O)n(C)c3nc2n1-c1ccc(Br)cc1	-12
85	CC(Sc1nnnn1-c1cccc(F)c1)C(=O)NNC(=O)c1ccc(F)cc1 (centres undefined)	-12
86	Cc1nc(N)sc1C(=O)N/N=C1\CCn2cccc21	-7
87	O=C(Nc1cccc(-c2cscn2)c1)C1CCN(C2CCCCCC2)CC1	-11
88	CN(CC1CCCO1)c1nccc(C2CCCC2)n1 (centres undefined)	-6

# Rewritten as labelled records: 2 of the compounds above
(87) O=C(Nc1cccc(-c2cscn2)c1)C1CCN(C2CCCCCC2)CC1
  mcGAS MS inh: -11
(88) CN(CC1CCCO1)c1nccc(C2CCCC2)n1 (centres undefined)
  mcGAS MS inh: -6

# The list goes on:
nr	SMILES	mcGAS MS inh
89	Cc1cc(OCC(=O)Nc2nccs2)no1	-11
90	CC(=O)c1c(C)cc(C)c(CN2C[C@@H](N)C[C@H]2C(=O)NC(C)C)c1C	7
91	Cc1cccc2c(CCNS(=O)(=O)C3CCOC3)c[nH]c12 (centres undefined)	-1
92	CCC(=O)NCC(=O)Nc1ccc2nc(-c3ccc(F)cc3)oc2c1	6
93	CN(C(=O)CN1CCN(c2cc(-c3ccsc3)ncn2)CC1)c1ccccc1	-1
94	COc1ccc(Nc2nc(Cl)nc(N3CCOCC3)n2)cc1	-7
95	CC(C)=CC(=O)NC(C)CN(C)C(=O)C=C(C)C (centres undefined)	2
96	CNC(=O)Cn1ccc2ccc(NC(=O)N3CCCC3(C)C)cc21	-2
97	COc1ccc(C(=O)N2CCCC(CCC(=O)Nc3ccc(F)cc3C)C2)o1 (centres undefined)	-9
98	CC1(C(=O)NS(=O)(=O)c2cccc(OC(F)F)c2)CCN1C(=O)CCc1cccs1 (centres undefined)	-11
99	COc1cccc(NC(=O)CCC2CCN(Cc3nccs3)CC2)c1	-1
100	Cc1c(CCO)sc[n+]1CC(=O)c1ccc(F)cc1	-3
101	CC(=O)Nc1ccccc1C(=O)c1n[nH]nc1-c1ccc(Cl)cc1	1
102	Cc1cc(C)cc(N(Cc2cc(C)no2)Cc2cc(C)no2)c1	-1
103	CC(C)c1ccc(C(N)c2cccs2)cc1 (centres undefined)	-13
104	CC(C)c1ccc(S(=O)(=O)Nc2ccc(SC(F)F)cc2)cc1	-29
105	O=C1NCC(=O)N2CCN(C(=O)c3cnn(Cc4ccccc4)c3)CC12 (centres undefined)	-7
106	CC(C)c1cc(NCc2cccnc2Oc2ccc(F)cc2F)ncn1	-14
107	COc1ccc(CN(C)C(=O)c2cc(Cl)c[nH]2)cc1	-8
108	CC1CCN(S(=O)(=O)NCC(C)N2CCOCC2)CC1 (centres undefined)	3
109	O=C(OCc1ccc(C(=O)N2CCCC2)cc1)c1cc(Cl)c[nH]1	-6
110	Cc1ccc(CCS(=O)(=O)CCO)cc1	-10
111	Nc1ccc(-c2cnc[nH]2)cc1	-1
112	Cc1nc(CN2CCN(C(=O)Cn3nnnc3CN3CCC(C)CC3)CC2)cs1	-3

# In the list so far, these have two or more sulfur atoms:
nr	SMILES	mcGAS MS inh
27	CCOC(=O)C1(Cc2cccc(OC)c2)CCCN(C2CSCCSC2)C1 (centres undefined)	-2
44	O=S(=O)(c1ccc2c(c1)OCCO2)N1CCCC1c1nc2ccccc2s1 (centres undefined)	0
76	O=S(=O)(Nc1cccc(Br)c1)c1ccc(Cl)s1	9
98	CC1(C(=O)NS(=O)(=O)c2cccc(OC(F)F)c2)CCN1C(=O)CCc1cccs1 (centres undefined)	-11
104	CC(C)c1ccc(S(=O)(=O)Nc2ccc(SC(F)F)cc2)cc1	-29

# Next structures.
nr	SMILES	mcGAS MS inh
113	Cc1nc(SCc2nnc(-c3cccs3)o2)c2c3c(sc2n1)CCCC3	-2
114	COc1ccccc1CCN1CCC(CN(C)C(=O)CCSC)CC1	-12
115	CSc1ccc(C2(O)Cc3cccc[n+]3C2c2ccccc2)cc1 (centres undefined)	-12
116	Cc1oc(-c2ccc(Cl)cc2[N+](=O)[O-])cc1C(=O)Nc1nccs1	-7
117	CC1(O)C2C3CC4C5C3C1C(O)(C5Br)C42 (centres undefined)	1
118	CCOC(=O)COc1cc(Br)c(C=O)cc1OCC	-16
119	CCNc1cc(NCCNC(=O)Nc2ccc(OC)cc2OC)nc(C)n1	-1
120	N[C@@H]1CC[C@@H](NC(=O)c2cc(=O)n(-c3ccccc3)[nH]2)C1	-33
121	Cc1cnc(SCCN2CCOCC2)nc1C1CCCN(C(=O)c2ccoc2)C1 (centres undefined)	-7
122	COc1cc(OC)cc(C(=O)NCC2CCCN(C(=O)c3csnn3)C2)c1 (centres undefined)	3
123	Cc1ccc(C(=O)N(C)CCCN2c3ccccc3CCc3ccccc32)cc1[N+](=O)[O-]	0
124	CS(=O)(=O)NC1CCN(CC(O)CO)CC1 (centres undefined)	-15
125	Cc1cc(C(=O)Nc2ccc(C(=O)N(C)C)c(Cl)c2)c(C)n1-c1cccnc1	0
126	C=C(C)CSc1nc2c(c(=O)n(C)c(=O)n2C)n1Cc1cccc(C)c1	-7
127	CC1(C)CCC(NC(=O)C2CCCN2C(=O)C2CC2)c2ccccc21 (centres undefined)	-5
128	CCN1CCN(c2ccccc2NC(=O)/C=C/c2ccccc2F)CC1	-4
129	CCOC(=O)CC1(NC(=O)C2CCC(=O)N(CCN3CCOCC3)C2)CCCCC1 (centres undefined)	-7
130	O=C1OC(c2ccccc2F)=N/C1=C/C(Cl)=C/c1ccccc1	-8
131	O=C(NCCc1ccc(F)cc1)C1CCCN(C2CCN(C(=O)C3CC3)CC2)C1 (centres undefined)	-8
132	O=C(N[C@@]1(c2ccccc2)CCCC[C@H]1O)C1CCCN1Cc1ccc(Cl)nc1 (some centres undefined)	0
133	Cc1cc(Cl)ccc1S(=O)(=O)NC1CCS(=O)(=O)c2ccc(Cl)cc21 (centres undefined)	1

# Screening data: PubChem, Fisher Drug Discovery Resource Center

# These rows are one share of the data; the hit share may differ from the screen's.
